# Bioassay records: PubChem BioAssay, several laboratories
# RGS4-Gao reg = modulators of RGS4 binding to Galphao, primary screen, biochemical, multiplexed bead flow cytometry. Guanine nucleotide-binding protein G(o) subunit alpha (Homo sapiens), P09471. 220,000 tested, 0.33% active. actives lie on both sides. AID 1415, 2008. binding response (% of control), % at 10 µM; in the data active means binding response below about 49% or above about 150%; inactive means in between;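 further: fluorescent Galphao activated with aluminum fluoride binding bead-coupled RGS4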
# Bim-Bcl-B = inhibitors of Bim-Bcl-B binding, primary screen, biochemical, multiplexed, human Bcl-2 family; 190,000 tested, 0.073% active; bead-based flow cytometry, Bim peptide-Bcl-B binding; inhibition, % at 10 µM; Bcl-2-like protein 10 (Homo sapiens), Q9HD36;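 further: 0% = tracer peptide without compound and 100% = reference inhibitor peptide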
# Target sequence (Q9HD36 whole entry, looked up): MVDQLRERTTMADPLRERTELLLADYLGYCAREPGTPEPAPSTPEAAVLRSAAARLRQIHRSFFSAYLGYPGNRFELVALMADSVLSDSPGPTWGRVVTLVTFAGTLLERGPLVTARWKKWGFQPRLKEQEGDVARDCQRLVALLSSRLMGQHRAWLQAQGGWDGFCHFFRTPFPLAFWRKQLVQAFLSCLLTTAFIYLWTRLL
# Bim-Mcl-1 = inhibitors of Bim peptide binding to Mcl-1, primary screen, biochemical, bead-based flow cytometry, multiplex; Bim peptide-Mcl-1 binding; inhibition, % at 10 µM; 190,000 tested, 0.1% active; AID 1009, 2008;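 further: 0% = no compound tracer wells and 100% = peptide blocker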
# Mcl1 Bid PPI = Mcl-1/Bid binding inhibitors, primary screen, biochemical, TR-FRET, 1536-well | Induced myeloid leukemia cell differentiation protein Mcl-1 (Homo sapiens), Q07820 | TR-FRET Mcl-1/Bid-Dy647 peptide binding | inhibition, % at 21.7 µM | 220,000 tested, 0.97% active;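 active means compounds that cut the binding signal by more than half at the single screening dose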;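 further: His-tagged Mcl-1 with europium anti-His antibody binding Bid BH3 peptide; 0% = Mcl-1 plus peptide wells and 100% = peptide-only wells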
# Bcl-XL Bim block = inhibitors of Bim-Bcl-XL binding, primary screen, biochemical, multiplexed, bead flow cytometry, human Bcl-XL | Bcl-2-like protein 1 (Homo sapiens), Q07817 | Bim peptide-Bcl-XL binding, fluorescence | inhibition, % at 10 µM | 190,000 tested, 0.04% active | AID 1007, 2008
# Target sequence (Q07817 whole entry, looked up): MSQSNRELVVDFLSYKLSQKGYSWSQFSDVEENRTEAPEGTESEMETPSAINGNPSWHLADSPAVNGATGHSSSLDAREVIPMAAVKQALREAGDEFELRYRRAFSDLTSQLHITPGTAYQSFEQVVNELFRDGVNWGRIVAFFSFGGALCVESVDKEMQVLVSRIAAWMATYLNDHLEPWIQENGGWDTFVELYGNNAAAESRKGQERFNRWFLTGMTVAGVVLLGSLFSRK
# Bcl-2 Bim block = inhibitors of Bim-Bcl-2 binding, primary screen, biochemical, multiplexed, human Bcl-2 family; Bead-based flow cytometry, Bim peptide-Bcl-2 binding; AID 950, 2007; 190,000 tested, 0.06% active; inhibition, % at 10 µM; Apoptosis regulator Bcl-2 (Homo sapiens), P10415; in the data active means inhibition above about 40%; inconclusive means no clear call, values can overlap the other calls;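 further: 0% = no compound wells with probe peptide and 100% = reference peptide inhibitor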
# Mcl1-Noxa inh = Mcl-1/Noxa binding inhibitors, primary screen, biochemical, TR-FRET, 1536-well; Induced myeloid leukemia cell differentiation protein Mcl-1 (Homo sapiens), Q07820; 220,000 tested, 1.5% active; TR-FRET Mcl-1/Noxa peptide binding, 2 h; inhibition, % at 21.7 µM; AID 1022, 2008;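 active means compounds that cut the protein-peptide binding signal by more than 50% relative to plate controls in a single-dose test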;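 further: His-tagged Mcl-1 with rhodamine Noxa BH3 peptide and terbium anti-His antibody; 0% = Mcl-1 plus Noxa peptide wells and 100% = peptide-only wells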
# RGS8-Gao = RGS8-Galphao binding modulators, primary screen, biochemical, multiplexed bead flow cytometry; Guanine nucleotide-binding protein G(o) subunit alpha (Homo sapiens), P09471; AID 1423, 2008; response (percent of control binding), % at 10 µM; 220,000 tested, 0.34% active; actives lie on both sides; in the data active means response below about 60% or above about 140%; inactive means in between;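 further: Galphao activated as the GDP aluminium fluoride complex binding bead-coupled RGS8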
# Bfl-1 Bim block = inhibitors of Bim binding to Bfl-1, primary screen, biochemical, multiplexed, bead-based flow cytometry. AID 1008, 2008. Bim-Bfl-1 binding inhibition. 190,000 tested, 0.12% active. inhibition, % at 10 µM. Bcl-2-related protein A1 (Homo sapiens), Q16548;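 further: 0% = wells without compound plus tracer and 100% = blocker peptide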
# Bcl-W Bim block = inhibitors of Bim binding to Bcl-W, primary screen, biochemical, multiplexed, bead-based flow cytometry; Bim peptide-Bcl-W binding; inhibition, % at 10 µM; 190,000 tested, 0.02% active; AID 952, 2007;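 further: 0% = bound tracer without compound and 100% = peptide blocker; higher means less fluorescent Bim peptide bound to Bcl-W beads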
# Target sequence (Q92843 whole entry, looked up): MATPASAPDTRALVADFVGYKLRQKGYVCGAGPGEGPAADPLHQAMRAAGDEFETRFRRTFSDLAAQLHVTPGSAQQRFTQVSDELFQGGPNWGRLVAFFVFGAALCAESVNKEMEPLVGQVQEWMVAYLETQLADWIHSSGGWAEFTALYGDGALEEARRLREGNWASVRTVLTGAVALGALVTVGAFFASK
# RGS7-Gao = RGS7-Galphao binding modulators, primary screen, biochemical, multiplexed bead flow cytometry. Guanine nucleotide-binding protein G(o) subunit alpha (Homo sapiens), P09471. actives lie on both sides. binding response (% of control), % at 10 µM. 220,000 tested, 0.35% active. AID 1439, 2008; in the data active means binding response below about 49% or above about 150%; inconclusive means no clear call, values can overlap the other calls; inactive means in between;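 further: fluorescent Galphao held in activated GDP-AlF4 state binding bead-coupled RGS7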
# The depositor's hits bear a star; ? = inconclusive; / = not tested or not shown. Unless noted, no stated cut-off is given here; in the data, active means inhibition above about 40%.
SMILES,RGS4-Gao reg,Bim-Bcl-B,Bim-Mcl-1,Mcl1 Bid PPI,Bcl-XL Bim block,Bcl-2 Bim block,Mcl1-Noxa inh,RGS8-Gao,Bfl-1 Bim block,Bcl-W Bim block,RGS7-Gao
COc1ccc(-c2nnc(SCc3ccc(C(=O)O)cc3)n2N)cc1,102.6,/,/,-10.2,/,/,8.3,104.8,/,/,?
CCN(CC)C(=O)C1CCCN(Cc2ccccc2)C1 (configuration not stated),103.6,-15.0,-4.0,45.3,-8.0,-7.0,24.3,100.2,-18.0,0.0,100.4
COC(CNC(=O)c1ccc2c(c1)nc(C)n2-c1cccc(F)c1)OC,103.8,-7.0,0.0,-1.6,-5.0,-6.0,-13.0,103.1,-4.0,0.0,101.5
CC(C)NC(=O)COc1ccc(S(=O)(=O)N2CCOCC2)cc1,100.8,-4.0,0.0,5.0,-1.0,-1.0,3.0,98.0,-10.0,2.0,101.4
O=C(O)C1C2C=CC3(CN(C/C=C/c4ccccc4)C(=O)C13)O2 (configuration not stated),102.6,-7.0,-6.0,-3.2,-8.0,-15.0,8.4,99.7,-16.0,-1.0,103.0
N=C1C(c2nc(-c3ccc(Cl)cc3)cs2)=C(O)CN1NC(=O)c1ccc(O)cc1,66.5,/,/,-26.2,/,/,46.9,85.2,/,/,?
CC(C)c1ccccc1NC(=S)NCCCn1ccnc1,105.1,-3.0,-1.0,-31.7,-2.0,-5.0,-13.1,103.4,-6.0,-2.0,100.5
CCC1CCC(C(=O)NC(C(=O)NCCCN2CCCCC2C)C(C)C)CC1 (configuration not stated),98.8,-4.0,1.0,-9.5,-1.0,-2.0,0.8,98.7,-4.0,1.0,97.9
Cc1nc(/C(N)=N/OC(=O)c2ccc(Cl)cc2)c(C(F)(F)F)o1,104.2,/,/,-19.7,/,/,3.0,101.8,/,/,?
CC(=O)c1ccc(OCC(O)CN2CCN(CCO)CC2)cc1 (configuration not stated),100.1,-7.0,-2.0,26.4,-3.0,-7.0,22.2,103.3,-8.0,2.0,98.8
CCN1C(=O)C2(Nc3ccccc3-c3nc4ccccc4n32)c2cc(OC)ccc21 (configuration not stated),116.7,-18.0,-6.0,-9.6,-8.0,-12.0,0.5,119.5,-19.0,-3.0,120.7
C=CCN=C(NC#N)SCc1ccccc1,103.8,2.0,2.0,-31.2,1.0,1.0,-3.1,105.7,1.0,2.0,101.8
Cn1c(=O)c2c(nc(CN3CCN(C(=O)c4ccco4)CC3)n2Cc2ccc(Cl)cc2)n(C)c1=O,104.9,-9.0,-5.0,19.4,-7.0,-9.0,-3.3,102.5,-15.0,0.0,101.8
O=c1[nH]cnc(O)c1C(c1cccc([N+](=O)[O-])c1)c1c(O)nc[nH]c1=O,103.0,/,/,5.3,/,/,4.3,101.6,/,/,?
CCOC(=O)C1(C(F)(F)F)N=C(C(F)(F)F)Nc2ccccc21 (configuration not stated),99.0,-5.0,-1.0,0.2,-3.0,-7.0,2.2,101.0,-13.0,-1.0,99.3
CC1=C(C(=O)OCC2CCCO2)C(c2ccccc2)C2=C(CC(C)(C)CC2=O)N1 (configuration not stated),95.3,-8.0,-3.0,-27.9,-5.0,-5.0,-4.3,97.0,-3.0,-4.0,95.5
CC(Oc1ccc(Cl)cc1Cl)C(=O)N/N=C1\CCCc2ccccc21 (configuration not stated),100.3,-3.0,0.0,2.7,-3.0,-8.0,9.3,97.9,-12.0,2.0,97.1
Cc1cccc(CN2CCN(CCCc3ccccc3)CC2)c1,99.5,-4.0,0.0,20.6,-2.0,-3.0,13.7,100.8,-5.0,1.0,100.1
CCc1nc(N2CCN(C(=O)c3ccco3)CC2)c2oc3ccccc3c2n1,100.5,-6.0,0.0,46.9,-6.0,0.0,16.2,98.2,0.0,-3.0,102.7
CC1CC(Nc2ccccc2)c2ccccc2N1C(=O)c1ccco1 (configuration not stated),102.2,/,/,-106.3,/,/,3.1,100.1,/,/,?
C/C(=N\NC(=O)c1ccc(OC2CCCC2)cc1)c1ccc(C)s1,100.6,-6.0,2.0,-20.6,0.0,0.0,2.4,99.9,-6.0,6.0,98.8
CC(=O)c1c(C)[nH]c(C(=O)N2CCN(c3ncccn3)CC2)c1C,107.1,-6.0,-2.0,-29.7,-5.0,-8.0,-13.7,102.0,-11.0,-2.0,104.3
O=C(NCc1ccccn1)c1ccc(-c2ccccc2)cc1,102.4,-2.0,-1.0,-26.2,0.0,0.0,13.2,105.8,-8.0,-1.0,107.8

# By substructure, the entries above containing a carbonyl joined to an NH by a bond outside any ring
SMILES,RGS4-Gao reg,Bim-Bcl-B,Bim-Mcl-1,Mcl1 Bid PPI,Bcl-XL Bim block,Bcl-2 Bim block,Mcl1-Noxa inh,RGS8-Gao,Bfl-1 Bim block,Bcl-W Bim block,RGS7-Gao
COC(CNC(=O)c1ccc2c(c1)nc(C)n2-c1cccc(F)c1)OC,103.8,-7.0,0.0,-1.6,-5.0,-6.0,-13.0,103.1,-4.0,0.0,101.5
CC(C)NC(=O)COc1ccc(S(=O)(=O)N2CCOCC2)cc1,100.8,-4.0,0.0,5.0,-1.0,-1.0,3.0,98.0,-10.0,2.0,101.4
N=C1C(c2nc(-c3ccc(Cl)cc3)cs2)=C(O)CN1NC(=O)c1ccc(O)cc1,66.5,/,/,-26.2,/,/,46.9,85.2,/,/,?
CCC1CCC(C(=O)NC(C(=O)NCCCN2CCCCC2C)C(C)C)CC1 (configuration not stated),98.8,-4.0,1.0,-9.5,-1.0,-2.0,0.8,98.7,-4.0,1.0,97.9
CC(Oc1ccc(Cl)cc1Cl)C(=O)N/N=C1\CCCc2ccccc21 (configuration not stated),100.3,-3.0,0.0,2.7,-3.0,-8.0,9.3,97.9,-12.0,2.0,97.1
C/C(=N\NC(=O)c1ccc(OC2CCCC2)cc1)c1ccc(C)s1,100.6,-6.0,2.0,-20.6,0.0,0.0,2.4,99.9,-6.0,6.0,98.8
O=C(NCc1ccccn1)c1ccc(-c2ccccc2)cc1,102.4,-2.0,-1.0,-26.2,0.0,0.0,13.2,105.8,-8.0,-1.0,107.8

# Retrieved one by one from the entries so far:
SMILES,RGS4-Gao reg,Bim-Bcl-B,Bim-Mcl-1,Mcl1 Bid PPI,Bcl-XL Bim block,Bcl-2 Bim block,Mcl1-Noxa inh,RGS8-Gao,Bfl-1 Bim block,Bcl-W Bim block,RGS7-Gao
N=C1C(c2nc(-c3ccc(Cl)cc3)cs2)=C(O)CN1NC(=O)c1ccc(O)cc1,66.5,/,/,-26.2,/,/,46.9,85.2,/,/,?
C/C(=N\NC(=O)c1ccc(OC2CCCC2)cc1)c1ccc(C)s1,100.6,-6.0,2.0,-20.6,0.0,0.0,2.4,99.9,-6.0,6.0,98.8
